High-throughput results deposited in PubChem by several laboratories.
CR mimetic SO: lowers age-related superoxide in aged yeast cells; S. cerevisiae aged cells, superoxide DHE fluorescence; stronger effect = lower value; superoxide response (% of plate mean), % at 10 µM; actives 0.18% (n = 330,000); AID 2690;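 active = superoxide response under a set limit, about three screen SD below normal, cut at about 65% in these data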;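 also: yeast aged for seven days with compound at 30 °C before DHE staining; 100% = average MFI of all compound-treated wells on the plate with controls excluded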
RPL19A TOR yeast: modulators of TOR pathway RPL19A-GFP in S. cerevisiae; S. cerevisiae RPL19A-GFP strain, flow cytometry, 3 h; stronger effect = lower value; percent response vs DMSO, % at 10 µM; actives 0.3% (n = 330,000); AID 2025;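 active = percent response vs DMSO below 50%; inconclusive = fewer than 70 events counted for the yeast strain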;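 also: median channel GFP fluorescence of the barcoded RPL19A-GFP strain; ratio of sample median GFP to plate DMSO average so 100% = DMSO; lower means less RPL19A-GFP as with rapamycin TOR inhibition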
AHR act: human AHR activation; AHR-responsive luciferase reporter cells, luminescence; activation, % at 5 µM; actives 2.5% (n = 320,000); P35869; in the data active = activation above about 47%;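 also: 0% = vehicle wells and 100% = reference agonist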
Target sequence (P35869 whole entry, looked up): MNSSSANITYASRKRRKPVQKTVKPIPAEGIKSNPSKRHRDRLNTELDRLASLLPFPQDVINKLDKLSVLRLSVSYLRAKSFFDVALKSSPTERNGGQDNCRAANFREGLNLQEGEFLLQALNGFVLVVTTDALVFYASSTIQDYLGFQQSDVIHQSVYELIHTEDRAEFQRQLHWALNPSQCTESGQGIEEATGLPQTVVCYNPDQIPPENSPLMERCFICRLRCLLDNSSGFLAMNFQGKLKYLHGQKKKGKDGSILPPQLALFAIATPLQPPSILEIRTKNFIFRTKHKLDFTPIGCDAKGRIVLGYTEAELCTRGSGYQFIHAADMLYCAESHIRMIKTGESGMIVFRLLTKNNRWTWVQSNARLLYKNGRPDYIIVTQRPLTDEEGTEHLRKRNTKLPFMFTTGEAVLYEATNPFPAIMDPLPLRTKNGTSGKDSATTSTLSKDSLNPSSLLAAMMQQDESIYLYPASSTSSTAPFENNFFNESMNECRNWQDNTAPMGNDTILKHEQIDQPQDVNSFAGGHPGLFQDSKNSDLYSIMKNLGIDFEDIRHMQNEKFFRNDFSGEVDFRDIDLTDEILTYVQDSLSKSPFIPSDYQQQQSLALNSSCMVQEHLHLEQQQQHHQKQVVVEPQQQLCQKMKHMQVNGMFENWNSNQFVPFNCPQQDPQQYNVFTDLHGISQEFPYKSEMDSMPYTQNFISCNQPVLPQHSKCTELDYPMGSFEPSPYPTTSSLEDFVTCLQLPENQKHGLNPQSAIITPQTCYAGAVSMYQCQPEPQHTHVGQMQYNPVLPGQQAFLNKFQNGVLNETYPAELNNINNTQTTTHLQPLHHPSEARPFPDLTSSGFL
Efflux pump inh: antifungal efflux pump inhibition, Nile Red retention. inhibition, % at 10 µM. S. cerevisiae Candida pump triplex. actives 0.44% (n = 330,000). AID 485275;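 active = plate passing quality check with inhibition over a set limit, or well fluorescence over plate mean plus 4 SD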;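 also: Nile Red retained in pooled yeast measured as flow cytometry median fluorescence; 0% = buffer negative control and 100% = Enniatin B positive control; higher means more Nile Red kept so more efflux inhibition; some compounds called inactive have numbers as strong as hits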
AGP1 TOR yeast: alters AGP1-GFP fluorescence in TOR pathway yeast screen. S. cerevisiae AGP1-GFP multiplex flow cytometry, 3 h; GFP as percent of DMSO wells. GFP response vs DMSO, % at 10 µM. actives 0.02% (n = 320,000);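 active = GFP response relative to DMSO above a set limit, near screen average plus 3 SD, cut at about 150% in these data; inconclusive = fewer than 70 cells counted for the yeast strain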;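 also: median GFP channel fluorescence of the gated AGP1 strain per well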
LAP4 TOR yeast: alters LAP4-GFP fluorescence in TOR pathway yeast screen; GFP response vs DMSO, % at 10 µM; actives 0.34% (n = 320,000); S. cerevisiae LAP4-GFP multiplex, flow cytometry GFP, 3 h; median GFP as percent of DMSO wells;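 active = GFP response vs DMSO above a set limit, about the screen mean plus 3 SD, cut at about 150% in these data; inconclusive = under 70 cell events counted for the yeast strain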
CIT2-GFP yeast: modulators of TOR pathway CIT2-GFP in S. cerevisiae | S. cerevisiae CIT2-GFP strain, flow cytometry, 3 h; 100 means same as DMSO wells | GFP response vs DMSO, % at 10 µM | actives 0.065% (n = 320,000);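 active = GFP response relative to DMSO above a set limit, near the screen mean plus 3 SD, cut at about 150% in these data; inconclusive = Fewer than 70 cells measured for a yeast strain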;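 also: ratio of well median GFP fluorescence to mean of DMSO wells on the plate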
MEP2-GFP yeast: modulators of TOR pathway MEP2-GFP in S. cerevisiae. S. cerevisiae MEP2-GFP strain, flow cytometry GFP, 3 h; 100% = DMSO control level. GFP response vs DMSO, % at 10 µM. actives 0.51% (n = 330,000). AID 2016;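 active = GFP response versus DMSO above a set limit, roughly screen mean plus 3 SD, cut at about 180% in these data; inconclusive = fewer than 70 cells counted for a yeast strain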;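 also: median GFP fluorescence of the barcode-gated MEP2-GFP cells per well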
* marks the source's active call; other numbers are inactive results; u = inconclusive; x = not tested or not shown; [ ] = remark or other dose. Not a hit list; overall some 3.9% were active at least once.

SMILES	CR mimetic SO	RPL19A TOR yeast	AHR act	Efflux pump inh	AGP1 TOR yeast	LAP4 TOR yeast	CIT2-GFP yeast	MEP2-GFP yeast
CN(Cc1ccccc1)C(=O)c1ccccc1NC(=O)c1ccco1	96	90	5	0.3	87	81	89	88
C=CCNC(=S)N/N=C/c1ccc(C)c([N+](=O)[O-])c1	96	91	0	3.9	90	100	85	93
CN1c2ccccc2C(=O)/C(=C\Nc2ccc(F)cc2)S1(=O)=O	108	93	0	0.0	97	111	81	102
CCc1cc2cc(C)cc(C)c2nc1SCC(=O)N1CCN(C(=O)c2ccco2)CC1	108	103	4	-0.2	103	97	110	95
Cc1cc(OCCCC(=O)Nc2nnc(C3CC3)s2)ccc1Cl	95	95	-2	0.0	97	95	96	99
COC(=O)c1ccc(-c2nc3ccccc3[nH]2)cc1	89	100	9	-0.7	92	97	92	96
O=C(OCC(=O)N1CCN(S(=O)(=O)c2ccc(Cl)cc2)CC1)C1CC1	89	96	-1	0.1	102	101	107	99
COc1ccc(CCNC(=O)CS(=O)Cc2nc(-c3ccccc3Cl)oc2C)cc1OC (configuration not stated)	92	102	3	-0.3	104	95	107	108
Cc1ccc(N2C(=O)[C@@H]3[C@H](C2=O)[C@H]2C=CC=NN2[C@@H]3C(=O)Nc2ccccc2)cc1	82	106	10	-0.1	110	120	106	105
COc1ccc(NC(=O)N2C3CCCC2CC(NC(=O)C2CC2)C3)cc1 (configuration not stated)	96	101	0	1.1	100	97	94	87
CN1CCN(C(=S)c2ccc(N(C)C)cc2)CC1	122	98	-1	0.5	102	103	94	102
S=C(NCc1ccco1)N1CCN(c2ccc(Cl)cc2)CC1	85	103	-10	-0.4	102	103	97	96
O=C1N=C2SCCN2/C1=C\c1ccccc1Cl	94	109	0	-0.1	108	106	108	102
O=C(NCc1ccccn1)c1nc(Cn2cc([N+](=O)[O-])cn2)no1	94	91	0	0.2	96	98	96	90
COc1cccc(NC(=O)COc2c(F)c(F)c(C(F)(F)F)c(F)c2F)c1	99	99	2	0.0	98	104	105	107
c1cn(CCCNc2ncnc3nc[nH]c23)cn1	107	103	17	0.0	100	103	97	102
COc1ccc(-n2nc(C(=O)NCC(=O)NCCCN3CC(C)CC(C)C3)c3ccccc3c2=O)cc1 (configuration not stated)	103	94	0	0.3	21	78	72	158
CCC1Oc2ccc(C)cc2N(CC(=O)NCCCN2CCCCC2C)C1=O (configuration not stated)	103	97	1	-0.1	94	97	103	98
Cc1ccc(NC(=S)Nc2ccc(OC(F)F)c(Cl)c2)cc1Cl	83	92	-1	-0.7	92	91	99	93
COc1cc(CN(CC2CCCO2)C(=O)c2cccs2)cc(OC)c1OC (configuration not stated)	101	101	-1	0.1	95	95	101	104
CC(=O)CC(=O)Nc1ncc(C(F)(F)F)cc1Cl	102	98	0	-0.1	103	103	96	100
CC(=O)N(C)c1ccc(NC(=O)N2CCOCC2)cc1	110	102	0	0.1	101	91	100	101
CCOC(=O)c1c(C)oc2ccc(OS(C)(=O)=O)cc12	104	107	2	0.0	82	98	84	106
CC(C)(C)NC(=O)CN(C(=O)CS(=O)CC(=O)Nc1ccc(F)cc1)c1ccccc1F (configuration not stated)	78	94	2	-0.1	99	92	103	96
O=C(O)c1ccccc1C(=O)c1ccc(Sc2ccc(Cl)cc2)c([N+](=O)[O-])c1	105	91	-2	0.1	110	100	105	91
COc1cc(/C=N/NC(=O)c2ccc3c(c2)OCCO3)cc(Br)c1O	101	96	0	-0.3	102	101	95	97
O=C1CN(C(=O)COC(=O)c2c(F)cccc2Cl)c2ccccc2N1	90	99	10	0.1	99	99	99	98
O=C(Nc1ccccc1)C1CCN(C(=O)c2ccc([N+](=O)[O-])cc2)CC1	93	95	1	0.0	93	83	95	98
COc1cc(N2CCOCC2)ncn1	85	108	1	-0.1	108	111	x	103
COC(=O)NNC(=O)c1ccc(C)c(Br)c1	98	105	-1	0.0	109	98	108	99
O=C(CN1C(=O)CCC1=O)Nc1nc(-c2nc3ccccc3s2)cs1	85	101	28	-0.2	106	105	101	107
CC(=O)c1ccc(Nc2nc(N3CCOCC3)nc(N3CCOCC3)n2)cc1	93	101	9	0.0	101	102	103	106
CN(CC(=O)Nc1ccccc1C(F)(F)F)C(=O)c1cc(-c2cccs2)nn1-c1ccccc1	109	101	2	-0.1	107	116	103	105
CCc1cccc(NS(=O)(=O)c2ccc3c(c2)NC(=O)CO3)c1	103	101	2	-0.1	100	110	104	125
COc1ccc(OC)c(C2=CC(=O)C[C@H](c3ccc4c(c3)OCO4)C2)c1	122	95	45	0.1	99	107	91	98
CCOC(CNC(=O)c1cc2c(=O)n(CC)c3ccccc3c2s1)OCC	97	100	-1	0.0	104	103	109	105
CCc1nn(CC(=O)Nc2cc(C)ccc2C)c(=N)s1	118	99	1	0.1	97	93	86	99
CC1CCc2nc(NC(=O)c3ccc(S(=O)(=O)N4CCCc5ccccc54)cc3)sc2C1 (configuration not stated)	98	96	1	0.1	104	93	106	103
O=c1[nH]c(CN2CCc3ccccc32)nc2scc(-c3cccs3)c12	94	95	23	-0.1	90	98	93	94
Cc1ccc(NC(=O)C2CCCN2C(=O)NC2CCCCC2)cc1 (configuration not stated)	106	97	1	0.0	105	107	98	100
COc1ccc(-n2c(Cc3cccn3C)nnc2SCC(=O)Nc2cc(C)cc(C)c2)cc1	101	101	12	0.2	103	106	103	103
Fc1ccccc1N1CC(c2ccccc2)C(c2cccs2)=N1 (configuration not stated)	93	96	1	0.1	86	95	87	102
O=c1[nH]c(CN(CCc2ccccc2)S(=O)(=O)c2ccc(Cl)cc2)nc2ccccc12	103	101	2	-0.7	105	102	102	100
O=C(c1ccc(CS(=O)Cc2ccc(Cl)cc2)o1)N1CCN(c2ccccc2F)CC1 (configuration not stated)	120	97	1	-0.1	95	105	100	105
COC(=O)[C@@H]1C[C@H]2CC[C@H](O)C[C@H]2N1Cc1ccc(-c2ccccc2)cc1	101	98	6	0.0	107	106	108	106
O=C(Nc1ccc2ccccc2c1)c1ccc(Cl)cc1	110	102	-3	0.2	96	90	100	105
CCOc1ccc(NS(=O)(=O)c2ccc(NC(=O)c3ccccc3C(=O)O)cc2)cc1	94	99	-2	-0.1	103	110	107	98
Nc1nc2ccccc2n1/N=C/c1ccc(-c2ccccc2)o1	108	95	11	-0.1	93	102	92	101
Cc1cc(C)n(C(=O)c2ccc(S(=O)(=O)N3CCOCC3)cc2)n1	118	96	1	0.0	105	111	98	99
Cc1csc(SCC(=O)Nc2cc(S(=O)(=O)N3CCOCC3)ccc2N2CCOCC2)n1	75	101	2	0.1	106	105	107	102
COc1ccc(OCCC(=O)OCC(=O)Nc2ccc(S(=O)(=O)N3CCOCC3)cc2)cc1	87	96	2	0.0	96	87	88	99
O=C([O-])c1cc(-c2ccccc2)cc(-c2ccccc2)[n+]1Cc1ccccc1	93	106	-6	-0.1	95	105	92	99
Cc1c(C(=O)NCCSCc2ccccc2)cccc1[N+](=O)[O-]	78	93	-1	-0.2	96	111	95	102
CC(C)c1cc2c(c(O)c1O)[C@@]13CCCC(C)(C)C1CC2OC3=O (some centres not stated)	82	98	2	0.0	102	116	100	105
COC(=O)c1cc(S(=O)(=O)NCCc2ccccc2)c[nH]1	106	100	4	0.3	99	103	96	102
Oc1ccc(-n2cnnn2)cc1	93	106	0	-0.1	108	98	107	102
COc1ccccc1CC(=O)Nc1c[nH]c(=O)[nH]c1=O	97	103	-1	-0.4	97	85	100	95
COC(=O)C(C)Sc1nc2c(c(-c3ccc(OC)cc3)c1C#N)-c1ccccc1C2=O (configuration not stated)	102	103	-1	0.0	104	101	100	103
[O-]/C(=C(\C(=S)Nc1ccc(Cl)cc1)[n+]1ccccc1)c1ccc(OC(F)F)cc1	107	102	17	-0.2	105	106	96	97
CC(CCc1ccccc1)NC(=O)c1ccc(NC(=O)c2ccc(Cl)cc2Cl)cc1 (configuration not stated)	91	u	0	0.3	102[may fluoresce red]	90[may fluoresce red]	94[may fluoresce red]	100[may fluoresce red]
Continuation.
SMILES	CR mimetic SO	RPL19A TOR yeast	AHR act	Efflux pump inh	AGP1 TOR yeast	LAP4 TOR yeast	CIT2-GFP yeast	MEP2-GFP yeast
Cc1ccc(C2=NN(CC(=O)NCc3cccs3)C(=O)CC2)cc1	103	102	3	-0.1	102	104	103	104
Nc1c(C(=O)OCC(=O)Nc2ccccc2Br)[nH]c(=O)[nH]c1=O	100	104	5	0.0	102	109	111	131
Cc1ncc(CO)c2cc(C(=O)Nc3ccccc3Cl)c(=Nc3cccc(C(N)=O)c3)oc12	108	89	7	0.1	77	x	86	137
CCN(CC)C(=O)Cn1cc(SCC(=O)Nc2cc(C)on2)c2ccccc21	92	105	0	0.2	107	99	107	107
Cc1ccc(C)c(CN2CCCN(C(=O)Cn3ncc4c3-c3ccccc3OC4)C2)c1	105	104	-1	0.6	103	104	99	114
Cc1nn(C)cc1NC(=O)c1ccc(Br)o1	83	105	4	0.1	109	102	104	105
COc1ccc(CN2C(=O)c3cccnc3C2=O)cc1S(=O)(=O)NC1CCCCC1C (configuration not stated)	90	99	0	-0.2	102	105	104	108
Cc1ccc(S(=O)(=O)N2CCC(C(=O)OCCOc3cccc(C)c3)CC2)cc1	103	105	3	-0.2	106	107	100	104
CCCCCOc1ccc(NC(=O)CCCC(=O)O)cc1	84	102	1	0.0	102	96	99	97
CC(=O)c1cccc(NC(=O)c2cc(Cl)sc2Cl)c1	82	99	20	0.2	86	98	88	93
CSCCC(NC(=O)C1CCCC1)c1nnc2ccccn12 (configuration not stated)	93	100	2	-0.1	104	101	100	102
CCCCN(C)CCCNC(=O)CS(=O)Cc1nc(-c2ccc(OC)c(OC)c2)oc1C (configuration not stated)	91	96	-1	0.0	99	102	104	100
Cn1nnnc1SCC(=O)Nc1nc2c(s1)CCCC2	87	95	12	-0.1	95	91	89	96
COC(=O)c1cc(NC(=O)Cc2ccccc2[N+](=O)[O-])ccc1Cl	104	100	23	-0.1	98	101	103	108
COc1ccc(OCC(=O)Nc2cccc(-c3nc4ccccc4o3)c2)cc1	91	97	12	-0.1	103	104	103	105
CCOc1cc(CO)c(Br)cc1OCC(=O)O	86	96	0	0.0	99	94	105	98
CCOc1ccccc1OCC(=O)Nc1cccc(S(=O)(=O)N2CCCCCC2)c1	101	93	-1	0.1	87	100	84	96
CC(OC(=O)c1ccc(Cl)nc1)C(=O)NC1CCCC1 (configuration not stated)	88	98	-2	-0.1	103	96	96	99
COc1cccc(/C=N/NC(=O)c2ccc(N3CCCC3=O)cc2)c1	93	103	-1	0.1	97	100	106	108
O=c1cc(-c2ccc(O)cc2)oc2c(C3O[C@H](CO)[C@@H](O)[C@H](O)[C@H]3O)c(O)cc(O)c12 (some centres not stated)	94	98	-1	0.0	85	100	77	97
